KDM4E inh – JMJD2E (human) inhibition; JMJD2E catalytic domain, FDH-coupled NADH fluorescence (FDH is formaldehyde dehydrogenase); hit rate 1.6% among 230,000; AID 2147; Potency, µM (highest dose often 57.1 µM), for the others: at the highest dose activity change, negative = inhibition, hits mostly inhibitors; B2RXH2; active = well fitted inhibition curve with a large enough effect, not every such curve was filed as active; inconclusive = small, poorly fitted or top-dose-only effect, or another doubt; inactive = no such curve, though single readings can be large or run the other way;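 note: 0% = wells with enzyme and -100% = buffer wells without enzyme; nearly all actives have a fitted effect of over 50% in size; many of its hits are not listed in these tables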
ALDH1A1 block – blocks purified human ALDH1A1 activity. P00352. Purified ALDH1A1, NADH fluorescence, propionaldehyde substrate. Potency, µM (series often up to 75.3 µM), for the others: top-dose activity, negative = inhibition, actives largely listed as inhibitors. hit rate 7.3% among 220,000. AID 1030; active = well fitted inhibition curve with a large enough effect, not every such curve was filed as active; inconclusive = small, poorly fitted or top-dose-only effect, or another doubt; inactive = no such curve, though single readings can be large or run the other way;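 note: plate controls were no enzyme wells and a reference inhibitor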
GoLoco inh red – inhibitors of human Gai1-RGS12 GoLoco interaction (red fluorophore) | P63096 | Gai1:RGS12 GoLoco peptide FP, rhodamine, 10 min | Potency, µM (top dose mostly 61.6 µM), without a hit: top-dose activity, negative = inhibition, usual class: inhibitors | hit rate 0.44% among 230,000 | AID 880; active = well fitted inhibition curve with a large enough effect, not every such curve was filed as active; inactive = no such curve, though single readings can be large or run the other way; note: % is set by controls: 0 for no effect and ±100 for the full control effect; nearly all actives have a fitted effect of over 30% in size; many of its hits are not listed in these tables
TRb SRC2 PPI – TRbeta-SRC2 interaction inhibition. AID 1469. P10828. TRbeta-SRC2 peptide binding, fluorescence polarization; receptor liganded with 1 µM T3. hit rate 0.065% among 280,000. Potency, µM (titrated, usually from 106 µM), inactives show at the top dose activity change, negative = inhibition, usual class: inhibitors;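 note: plate controls were bound peptide for no effect and peptide without receptor for full effect; nearly all actives have a fitted effect of over 50% in size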
Target sequence (P10828 whole entry, looked up): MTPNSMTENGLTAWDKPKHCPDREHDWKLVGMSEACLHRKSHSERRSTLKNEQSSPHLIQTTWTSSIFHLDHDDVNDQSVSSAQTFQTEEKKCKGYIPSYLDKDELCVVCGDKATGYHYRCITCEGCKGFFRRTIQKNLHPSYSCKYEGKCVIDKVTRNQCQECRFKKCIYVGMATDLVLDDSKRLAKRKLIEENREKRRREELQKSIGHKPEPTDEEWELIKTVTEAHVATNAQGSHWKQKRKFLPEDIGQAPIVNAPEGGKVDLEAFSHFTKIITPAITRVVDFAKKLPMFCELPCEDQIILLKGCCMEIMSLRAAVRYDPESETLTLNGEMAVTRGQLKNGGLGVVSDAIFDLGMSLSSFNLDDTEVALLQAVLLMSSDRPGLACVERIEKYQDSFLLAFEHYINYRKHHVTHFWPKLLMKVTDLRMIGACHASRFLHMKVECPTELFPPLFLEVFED
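Fluorescence polarization of 20 nM Texas Red SRC2 peptide with 0.6 uM human TRb ligand-binding domain, in Tris buffer with 1uM T3 and 5% DMSO. Incubated 5 hr ambient; normalized to unbound and bound controls.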
TexasRed fluor – counter-screen for TRb-SRC2 inhibitors: fluorescence interference; TRb/SRC2 Texas Red total fluorescence interference; Potency, µM (doses to about 106 µM), inactives show at the top dose fluorescence change, negative = quenching; hit rate 0.29% among 280,000; AID 1479; active = well fitted curve in either direction with a large enough effect; inconclusive = small, poorly fitted or top-dose-only effect; note: % is set by controls: 0 for no effect and ±100 for the full control effect
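Flags fluorescent or light-absorbing compounds by total fluorescence, S + 2P, at 555 nm excitation and 632 nm emission. Mixture: 20 nM Texas Red SRC2 peptide, 0.6 uM human TRb LBD, 1 uM T3, 5% DMSO; compound exposure 5 h at ambient temperature.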
SMN2 splice enh – enhancers of SMN2 splice variant expression; Potency, µM (series often up to 46.1 µM), for inactives: top-dose activity change, positive = activation, most hits filed as activators; hit rate 2.8% among 210,000; AID 1458; HEK293 SMN2-luciferase splicing reporter, luminescence, 30-36 h; note: % of control where 0% means no effect; nearly all actives have a fitted effect of over 55% in size
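HEK293 cells carry an SMN2 minigene-luciferase reporter in which exon 7 inclusion puts luciferase in frame. Cells were seeded at 2000 cells/well, attached for 10-12 hours, then exposed to compounds for 30-36 hours at 37C before ONE-Glo luminescence.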
LMNA splice mod – modulators of lamin A splicing; AID 1487; HeLa LMNA splicing GFP/RFP minigene ratio, 48 h; hit rate 0.01% among 200,000; Potency, µM (doses to about 46.1 µM), for the others: at the top dose ratio change, negative = inhibition, usual class: inhibitors; active = well fitted inhibition curve with a large enough effect in the signal ratio, with a control signal flat, not every such curve was filed as active; inconclusive = small, poorly fitted or top-dose-only effect, or effect the other way, or a change in a side signal; the % refers to the signal ratio; note: % is set by controls: 0 for no effect and ±100 for the full control effect
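Read-out is the ratio of GFP to DsRed2 object intensity, acquired by 488 nm laser-scanning cytometry on HeLa lamin A-EGFP minigene reporter cells. Compound incubation 48 hrs at 37 °C in Opti-MEM with 2% FBS; DMSO 0.5% final.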
RECQ1 helicase – blocks DNA unwinding by human RECQ1. P46063. Potency, µM (titrated, usually from 57.3 µM), without a hit: at the highest dose activity, negative = inhibition, most hits filed as inhibitors. RECQ1 DNA unwinding, red fluorescence kinetic read. hit rate 0.54% among 240,000;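 note: plate controls were vehicle for no effect and no enzyme for full effect; nearly all actives have a fitted effect of over 30% in size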
Target sequence (P46063 whole entry, looked up): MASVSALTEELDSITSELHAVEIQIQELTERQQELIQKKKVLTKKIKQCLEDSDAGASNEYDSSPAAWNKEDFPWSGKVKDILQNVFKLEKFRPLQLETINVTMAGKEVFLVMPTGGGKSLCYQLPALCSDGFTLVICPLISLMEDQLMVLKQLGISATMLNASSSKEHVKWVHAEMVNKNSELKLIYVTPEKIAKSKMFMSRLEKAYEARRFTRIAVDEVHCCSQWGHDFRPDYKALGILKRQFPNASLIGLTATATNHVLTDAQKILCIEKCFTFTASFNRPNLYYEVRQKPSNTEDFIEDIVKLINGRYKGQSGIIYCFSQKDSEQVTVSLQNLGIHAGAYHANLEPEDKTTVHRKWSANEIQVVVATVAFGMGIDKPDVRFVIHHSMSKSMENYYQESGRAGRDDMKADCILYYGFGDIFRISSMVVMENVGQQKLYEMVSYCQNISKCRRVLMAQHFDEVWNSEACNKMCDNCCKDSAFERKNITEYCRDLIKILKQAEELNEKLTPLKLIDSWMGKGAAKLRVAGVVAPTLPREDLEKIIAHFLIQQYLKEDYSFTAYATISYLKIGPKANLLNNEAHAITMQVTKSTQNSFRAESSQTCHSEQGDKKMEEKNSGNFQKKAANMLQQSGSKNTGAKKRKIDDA
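50 nM RECQ1T1 preincubated 15 min with compound in Tris pH 8.0 buffer with MgCl2, DTT, Tween-20 and 2.5 ug/ml poly(dI-dC); started with 200 nM TAMRA/BHQ-2 forked duplex and 2 mM ATP. Unwinding read as fluorescence (525/598 nm), two reads 2 h apart.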
Active calls of the source: *; i = inactive; ? = inconclusive; · = not tested or not shown; & = joins results of further samples; [ ] = remark or other dose. Unless noted, calls come from the whole dose curve; as a rule, active = well fitted curve in the direction sought with a large enough effect; inconclusive = small, poorly fitted or top-dose-only effect, or another doubt; inactive = no such curve, though single readings can be large; an effect the other way counts as inactive or inconclusive. Potency is the fitted concentration of half-maximal effect.

SMILES	KDM4E inh	ALDH1A1 block	GoLoco inh red	TRb SRC2 PPI	TexasRed fluor	SMN2 splice enh	LMNA splice mod	RECQ1 helicase
Cc1ccc(C)c(OCCn2cc(/C=C(/C#N)C(=O)NCC3CCCO3)c3ccccc32)c1 (stereo not given)	-20%	?	17%	6%	3%	-23%	?	-21%
COc1ccc(O)c(N)c1	?	25µM*	0%	?	10%	-27%	14%[46 µM]	?
Cc1cc(C(=O)N2CCN(C(c3ccccc3)c3ccccc3)CC2)no1	2%	8%	5%	1%	0%	-7%	-14%	-4%
COc1ccc(CCNC(=O)CCCCCN2C(=O)c3ccccc3C2=O)cc1OC	6%	-10%	-4%	2%	1%	-15%	9%	0%
CCOc1ccc(Cn2c(=O)sc3ccccc32)cc1	-3%	·	-6%	-10%&7%	-6%&-1%	-2%	·	0%
CCCn1c(/C=C/c2ccccc2)nc2ccccc21	?	?	-5%	-2%&-4%	-3%&5%	11µM*	-9%[46 µM]	-18%
CC(=O)N(Cc1cc(=O)[nH]c2ccccc12)c1cccc(C)c1	?	20µM*	-8%	-3%	0%	11%	4%	-2%
CNC(=S)NCCc1ccccc1	1%	·	-1%	-3%	-1%	·	·	i
Cc1cc(C(=O)NNC(=O)c2ccc(Cl)cc2)no1	4%	·	4%	-2%	0%	·	·	0%
FC(F)(F)c1cccc(Cl)c1	·	-1%	2%	-3%	-4%	-2%	·	-12%
Cc1c(Cl)c(=O)oc2cc(OC(C)C)ccc12	?	?	10%	-6%	-4%	-18%	?	-2%
Cc1ccc(NCc2n[nH]c(=S)n2-c2ccccc2)cc1Cl	-18%	-12%	-11%	3%	-5%	-7%	1%[46 µM]	-16%
CCn1nnnc1NC(=O)c1cccc(OC)c1	-3%	5%	12%	2%	-4%	·	6%[46 µM]	-3%
COCc1c(C(=O)OCC(=O)NCCN2C(=O)CSC2=O)oc2ccccc12	?	-2%	-1%	-1%	-1%	-7%	-6%	-7%
CC(=O)c1c(C)[nH]c(C(=O)NCc2ccccc2Cl)c1C	5%	?	43%[activator]	-8%	-3%	-30%	?	17%
CCC(C)NC(=O)CS(=O)Cc1nc(-c2cccc(OC)c2)oc1C (stereo not given)	-16%	-6%	-9%	-4%	-1%	2%	-10%	-8%
COc1cc(NC(=O)C2CCCN(c3ncccn3)C2)cc(OC)c1 (stereo not given)	2%	2%	39%[activator]	-23%	-2%	-10%	?	-6%
O=C(NCCc1ccccc1)C(=S)N1CCCCC1	-7%	10%	16%	5%	1%	9%	20%[46 µM]	2%
COC(=O)c1c(-c2c(Cl)cccc2Cl)noc1NC(=O)NN1CCCCC1	-8%	2%	-9%	5%	-2%	·	·	-8%
Cc1c(NC(=O)Cn2nc(C(F)(F)F)c3c2CCCC3)c(=O)n(-c2ccccc2)n1C	0%	17%	12%	-14%	-3%	10%	5%	-3%
COc1ccc(CCN(Cc2nc3ccccc3c(=O)[nH]2)C(=O)C2CC2)cc1	-10%	4%	17%	5%	-1%	-16%	?	i
O=C(NC1CC1)c1cc2c(s1)-c1ccccc1OC2	?	?	13%	1%	-3%	-46%[inhibitor]	-20%	-16%
CCCC[n+]1ccn(-c2nc3ccccc3nc2[N-]S(=O)(=O)c2ccc(Cl)cc2)c1	?	·	-12%	-6%	-2%	·	·	14%
C#CCOCCOCCOCCNc1nc(N2CCN(C(=O)Cn3cc(CCCN=C(N)N)nn3)CC2)nc(N2CCN(C(=O)[C@H]([C@@H](C)CC)n3cc(CCCN=C(N)N)nn3)CC2)n1	-16%	14%	1%	-8%	1%	-5%	-2%	7%
O=C(NCc1ccc2c(c1)OCO2)c1cc2ccccc2o1	-4%	9%	-2%	4%	-1%	-16%	-5%	12%
O=C(C(=O)N1CCOCC1)c1cn(CC(=O)N2CCc3ccccc3C2)c2ccccc12	-6%	20µM*	-7%	-6%	-3%	7%	4%[46 µM]	-1%
Oc1[nH]c2ccc(Br)cc2c1N=Nc1ccc(C(F)(F)F)cn1	8%	?	1%	5%	-1%	-66%[inhibitor]	-16%	13%
O=C(NNC(=O)c1nn(-c2ccc(F)cc2)ccc1=O)c1ccc(C(F)(F)F)cc1	-7%	7%	17%	-3%	-4%	·	·	-1%
O=C(Nc1nccs1)C1C2CC3OC(=O)C1C3C2 (stereo not given)	11%	9%	-12%	-4%	-1%	8%	2%	-1%
Cc1ccc(CN2C(=O)NC(Cc3c[nH]c4ccccc34)C2=O)cc1 (stereo not given)	-4%	-8%	-9%	-3%	-9%	-14%	-16%	-10%
COc1cccc(C2=NOC(C(=O)NCCN3CCOCC3)C2)c1 (stereo not given)	5%	4%	-9%	-17%	2%	-12%	20%	i
O=C(/C=C/c1ccc(Cl)cc1Cl)Nc1cccc(S(=O)(=O)NC2=NCCC2)c1	-5%	-11%	18%	1%	-4%	5.6µM*	?	-12%
O=C(OCC(=O)c1ccco1)c1ccc2ncsc2c1	0%	16%	-2%	-3%	-2%	20%	6%	0%
CC(C)(C)Nc1nc(NCc2cccnc2)nc(N2CCOCC2)n1	-7%	-4%	4%	-25%	0%	-10%	-1%	-1%
Cc1cccc(-c2nnc(NC(=O)c3ccc(Cl)cc3)o2)c1	5%	-13%	10%	-2%	0%	2%	?	-3%
COc1ccc(Oc2ncc3nc(-c4ccc(Cl)cc4)c(=O)n(C)c3n2)cc1	·	-4%	4%	·	·	2%	·	0%
O=C(Cn1c[n+](CC(=O)c2ccc([N+](=O)[O-])cc2)cn1)c1ccc([N+](=O)[O-])cc1	-1%&-4%	·	-1%&-6%	0%&7%	-2%&-1%	·	·	-5%&21%
O=c1c(C(c2c(O)nc3n(c2=O)CCS3)c2cccc3ccccc23)c(O)nc2n1CCS2	3%	-2%	-16%	-1%	2%	15%	2%	-16%
COc1ccc(N(CC(=O)NCCC2=CCCCC2)S(=O)(=O)c2ccccc2)cc1	0%	·	-4%	-4%	0%	·	·	i
COc1ccc2c(c1)C(=O)[C@@H](OC(=O)Nc1ccc(C)c(Br)c1)[C@H](c1ccc(OC)c(Br)c1)O2	?	2%	4%	1%	-2%	-12%	·	-12%
C[C@H]1Cc2c(-c3ccccc3)nc3c(c2CO1)CN(S(=O)(=O)c1ccc(Cl)c2nonc12)CC3	-9%[11.4 µM]	-10%[13.5 µM]	-6%[14.2 µM]	-7%[11.2 µM]	-4%[11.2 µM]	-2%[9.22 µM]	?	i[11.5 µM]
Cc1cc(C)n2cc(-c3ccc(Cl)cc3)c(C(=O)O)c2n1	-10%	-4%	12%	-9%	1%	13µM*	·	13%
O=C(N=C1c2ccccc2CN1c1ccc(F)c(Cl)c1)c1cccnc1Cl	-7%	1%	15%	2%	0%	11µM*	1%	-15%
O=C1NC(C(F)(F)F)(C(F)(F)F)N=C2SC=CN12	6%	·	-1%	1%	-4%	·	·	-4%
Cc1[nH]c2ccc(Cl)cc2c(=O)c1CN1CCCC1	-1%	?	6%	-1%	0%	·	-2%[46 µM]	-4%
CN(CCOc1ccccc1)CC(=O)Nc1ccc([N+](=O)[O-])cc1Cl	-6%	8%	9%	0%	-5%	-10%	·	10%
Cc1nn(Cc2ccccc2)c(Cl)c1C(=O)OCC#N	3%	?	-1%	7%	-1%	-13%	5%[46 µM]	i
COc1ccc(CC2(CO)CCN(S(=O)(=O)c3sccc3C)CC2)cc1	4%	8.9µM*	19%	-2%	-3%	·	·	5%
O=C(C1=C[C@H](c2coc3ccccc3c2=O)C[C@H](OCCCCO)O1)N1CCN(Cc2ccc3c(c2)OCO3)CC1	7%	1%	2%	-12%	-1%	·	·	-10%
O=C(Cc1cccc2ccccc12)Nc1ccc(OC(F)F)c(Cl)c1	?	?	21%	1%	-2%	4%	?	-3%
COc1cc(CN(C(=O)c2ccco2)c2ccc(C)cc2)ccc1O	3%	4%	2%	-10%	1%	?	?	i
COc1cc(OC)c2c(-c3cccc(-c4ccc(NC(C)=O)cc4)c3)cc(=O)oc2c1	·	-5%	-1%	1%	-4%	·	·	-11%[81.1 µM]
CCC1CCCCN1Cc1cc(OC)c(O)c([N+](=O)[O-])c1 (stereo not given)	1%	7%	4%	4%	-4%	0%	-1%	-18%
CCCCCCCn1c(=N)n(CC(O)c2ccco2)c2ccccc21 (stereo not given)	4%	-7%	41%[activator]	0%	2%	·	?	-10%
O=C1NN(c2cccc(Br)c2)C(=O)/C1=C/c1cccs1	-3%	·	-1%	-6%	-6%	·	·	i
COc1ccc(C(=O)O/N=C(\N)c2ccccc2)c(OC)c1	3%	?	12%	2%	-4%	3.2µM*	?	-17%
O=Cc1c(Sc2ccccn2)nc2ccccn2c1=O	2%	-16%	-4%	-10%	-2%	-3%	?	-5%
O=C(O)c1ccc(N2CCCCS2(=O)=O)cc1	-1%	-14%	7%	-4%	-4%	·	4%[46 µM]	i
C[C@H](N)CCP(=O)(O)O	·	14%	3%	1%	-5%	-11%	·	i
Cc1ccccc1C(=O)NC(=S)NCc1cccnc1	-8%	0%	6%	0%	0%	·	·	-6%
More records.
SMILES	KDM4E inh	ALDH1A1 block	GoLoco inh red	TRb SRC2 PPI	TexasRed fluor	SMN2 splice enh	LMNA splice mod	RECQ1 helicase
O=c1[nH]c(=O)n(Cc2ccccc2)c2nc(-c3ccc(Oc4ccc(F)cc4)c([N+](=O)[O-])c3)n(CCO)c12	-2%	0%	-11%	0%	0%	16%	?	-14%
CC(C)c1c(O)nc(SCCC(=O)O)[nH]c1=O	6%	4%	9%	-4%	-3%	2%	2%	i
CCc1ccc(NC(=O)c2ccc(OC)c([N+](=O)[O-])c2)cc1	5%	11µM*	7%	-5%	-6%	20%	?	i
COCCCNC(=O)CC(=O)N/N=C\c1ccc(SC)cc1	-2%	?	-1%	0%	-5%	·	·	i
CCCCCn1c(SCC#N)nc2cc(C(=O)NCC3CCCO3)ccc2c1=O (stereo not given)	6%	2%	-1%	-1%	-3%	-11%	3%	-2%
O=[N+]([O-])c1ccccc1/C=C/C=N/n1c(-c2ccco2)n[nH]c1=S	4%	-7%	-7%	8%	-5%	4%	·	i
Cc1ccc(C)c(N=Nc2ccc(O)c3ncccc23)c1	?	4%	-1%	-7%	1%	-96%[inhibitor]	·	-18%

Source: PubChem (National Center for Advancing Translational Sciences (NCATS))

This is a subset; rates above refer to the full screens.
